High-throughput results as filed in PubChem.
Hsp70 inhibitors: small molecules displacing fluorescent ligand from Hsp70 – biochemical, fluorescence polarization, primary screen (AID 583) | Hsp70 fluorescence polarization probe displacement, mP; higher % means a stronger effect | one-dose displacement, % at 20 µM; IC50 in µM for titrated hits | 0.06% of 140,000 active; in the data active = displacement above about 50%;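 also: plate controls were vehicle for no effect and reference ligand for full effect; a part of the inactive calls stands beside numbers as strong as those of hits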
MKP-3 inhibition: inhibition of rat DUSP6 enzyme activity – biochemical, in vitro, primary screen (AID 425). inhibition, % at 20 µM; hits with a dose series show IC50 in µM. 0.17% of 110,000 active. recombinant MKP-3 phosphatase activity, fluorescence; higher % means a stronger effect; in the data active = inhibition above about 50%;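 also: plate controls were vehicle for no effect and reference inhibitor for full effect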
* = called active by the depositor; nt = no result given; & = joins results of further samples. Not all compounds are listed; count on the stated rates, not on these rows.

SMILES	Hsp70 inhibitors	MKP-3 inhibition
CC(=Nc1ccc(N)cc1)C1=C(O)c2ccccc2C1=O	5.5%	1.8%
C(=C\c1ccccc1)/CSc1nnc(-c2ccccn2)n1Cc1ccco1	3.7%	-1.8%
Cn1c(SCC(=O)Nc2cccc(F)c2)nnc1-c1cc2ccccc2o1	3.9%	11.0%
CCOC(=O)c1[nH]c(CSc2nnc(-c3ccncc3)n2CCOC)c(C(=O)OCC)c1C	-2.9%	0.0%
N#Cc1cnc2sc3ccccc3n2c1=N	1.2%	-1.0%
O=C(c1nn2c(c1Cl)NC(c1ccc(F)cc1)CC2C(F)(F)F)N1CCN(Cc2ccccc2)CC1 (stereo not drawn)	-0.5%	5.3%
COc1ccc2c(c1)C(=O)/C(=C/C=C/c1ccccc1)CC2	14.5%	nt
COC(=O)CSc1ccc(C#N)c(SCC(=O)OC)c1	2.8%	nt
COc1ccc(NC(=O)CSc2nnc(Cc3cccn3C)n2CCc2ccccc2)c(OC)c1	3.9%	-45.3%
Cc1ccc(-n2nc(-c3ccco3)cc2C(=O)NCc2cccnc2)cc1	4.7%	-12.5%
CCC(C)(C)n1nnnc1C(c1ccc(OC)c(OC)c1)N1CCN(c2cccc(OC)c2)CC1 (stereo not drawn)	5.3%	-6.5%
CC1=NOC2(C1)N(C)c1ccccc1C2(C)C (stereo not drawn)	-4.3%	2.8%
O=C(NCc1ccccn1)c1ccc(Cn2cc(Br)cn2)o1	3.0%	-7.4%
Cc1ccccc1-n1nc2c(c1NC(=O)c1c(-c3ccccc3Cl)noc1C)CSC2	-4.4%	-5.5%
C=CCNC(=O)COc1ccc(Br)c(C)c1	2.3%	2.7%
O=C(Nc1cccc(Cl)c1N1CCCC1)c1ccc(Br)o1	4.2%	-7.3%
Cc1ccc2oc(=O)c3cc(C(=O)NCc4ccco4)sc3c2c1	4.1%	8.1%
O=C1c2cccc3cccc(c23)C(=O)N1CCOCc1ccccc1	-2.7%	3.4%
O=C(CSc1nnc(-c2cccs2)n1CC1CCCO1)c1cc2ccccc2o1 (stereo not drawn)	-5.7%	5.9%
O=C(NCc1ccco1)c1cnn2c1NC(c1ccccc1)CC2C(F)(F)F (stereo not drawn)	0.2%&0.3%	-0.8%&-0.5%
O=C(Oc1nsnc1N1CCOCC1)N1CCCC1	2.1%	nt
COc1cccc(N=c2ssc3c2-c2ccc(OC)cc2NC3(C)C)c1	-2.5%	3.4%
CCOc1ccc2nc(NC(=O)Nc3cccs3)sc2c1	7.7%	-5.7%
Cc1cccc(CS(=O)(=O)Cc2ccc(C(=O)NCC3CCCO3)o2)c1 (stereo not drawn)	-0.3%	-8.1%
O=C(NCCCn1ccnc1)Nc1ccc(Cl)cc1Cl	5.6%	nt
O=S(=O)(c1ccc(-c2nnc(SCc3nnc(-c4ccccc4)o3)o2)cc1)N1CCCC1	nt	-4.7%
O=C(C1CCN(c2ccc(N3CCOCC3)nn2)CC1)N1CCc2ccccc2C1	-1.3%	0.8%
O=C(CCSc1ccccc1)Nc1ccc(S(=O)(=O)N2CCOCC2)cc1	-3.7%	5.3%
CN(C)CCCNC(=O)c1cc(Cl)ccc1Cl	1.3%	0.1%
COC(=O)c1ccc(C2/C(=C(/O)c3ccc(OC)cc3)C(=O)C(=O)N2c2cc(C)on2)cc1 (stereo not drawn)	2.0%	-1.8%

Individual results from the entries so far:
Value for O=C(NCCCn1ccnc1)Nc1ccc(Cl)cc1Cl in Hsp70 inhibitors: 5.6%
Value for CN(C)CCCNC(=O)c1cc(Cl)ccc1Cl in MKP-3 inhibition: 0.1%

Another view of 2 compounds above.
COc1cccc(N=c2ssc3c2-c2ccc(OC)cc2NC3(C)C)c1
  Hsp70 inhibitors: -2.5% | MKP-3 inhibition: 3.4%

O=C(CCSc1ccccc1)Nc1ccc(S(=O)(=O)N2CCOCC2)cc1
  Hsp70 inhibitors: -3.7% | MKP-3 inhibition: 5.3%

(continued)
SMILES	Hsp70 inhibitors	MKP-3 inhibition
CCOc1ccc(S(=O)(=O)Nc2ccc3c(c2)OCO3)c2cccnc12	-1.5%	5.4%
CC(C)CCN(C)C1CCN(C(=O)Nc2c(F)cccc2F)CC1	2.6%	-5.1%
CC(C)(C)NC(=O)c1cccc(NC(=O)c2ccco2)c1	-1.2%	nt
Nc1nc(N2C(=O)C3CC=CCC3C2=O)nn1-c1ccccc1 (stereo not drawn)	7.5%	-4.1%
CCn1c(NCc2ccccn2)nc2c1c(=O)n(C)c(=O)n2C	0.5%	3.0%
O=C(NCC(c1cccs1)N1CCOCC1)c1cc2ccccc2o1 (stereo not drawn)	nt	1.2%
Cc1[nH]n(-c2ccccc2)c(=O)c1Sc1ccc(Cl)cc1	8.3%	nt
Cc1ccc(N/C(N)=N/c2nc(C(F)(F)F)cc(=O)[nH]2)cc1	-2.3%	0.2%
Cc1ccc(OCc2nnc(NC(=O)Nc3cccc(Cl)c3)s2)cc1C	-1.8%	0.2%
C=CCOCCN1C(=O)C2C(c3ccccc3)C=CC(c3ccccc3)C2C1=O (stereo not drawn)	2.0%	nt
O=C(CCC1CCCCC1)Nc1ccc(S(=O)(=O)Nc2nccs2)cc1	1.3%	-2.6%
CCOC(=O)Cc1nnc(NC(=O)COc2ccc(C)cc2)s1	-1.6%	7.4%
CCC(=O)Nc1ccccc1Oc1ccccc1	1.5%	2.1%
COC(=O)Cc1nc2sc3c(c2c(=O)n1Cc1ccccc1)CCC(C(C)(C)C)C3 (stereo not drawn)	2.6%	2.0%
Cc1ccc(C)c(OCC(O)CN2C(C)CCCC2C)c1 (stereo not drawn)	-3.2%	3.0%

6 of these compounds, reformatted:
Molecule | Hsp70 inhibitors | MKP-3 inhibition
Cc1ccc(-n2nc(-c3ccco3)cc2C(=O)NCc2cccnc2)cc1 | 4.7% | -12.5%
CCC(C)(C)n1nnnc1C(c1ccc(OC)c(OC)c1)N1CCN(c2cccc(OC)c2)CC1 (stereo not drawn) | 5.3% | -6.5%
CC1=NOC2(C1)N(C)c1ccccc1C2(C)C (stereo not drawn) | -4.3% | 2.8%
O=C(NCc1ccccn1)c1ccc(Cn2cc(Br)cn2)o1 | 3.0% | -7.4%
Cc1ccccc1-n1nc2c(c1NC(=O)c1c(-c3ccccc3Cl)noc1C)CSC2 | -4.4% | -5.5%
C=CCNC(=O)COc1ccc(Br)c(C)c1 | 2.3% | 2.7%

More compounds:
SMILES	Hsp70 inhibitors	MKP-3 inhibition
CS(=O)(=O)N(CC(=O)NCc1ccco1)c1ccccc1Cl	-0.1%	nt
CCOC(=O)c1c(C)[nH]c(C)c1C(=O)CN1C(=O)NC(CC(C)C)C1=O (stereo not drawn)	-1.1%	-8.2%
CCC(=O)N1CCc2cc(S(=O)(=O)CCC(=O)NCc3cccs3)ccc21	-2.3%	-0.9%
CCOC(=O)N1CCN(C(=O)c2ccc3c(=O)n(Cc4ccc(Cl)cc4)c(=S)[nH]c3c2)CC1	0.1%	-3.7%
COc1ccc2nc(NC(=O)COC(=O)C(CCSC)NC(=O)c3ccccc3)sc2c1 (stereo not drawn)	-0.8%	0.8%
COc1ccc(N2CCN(/C(=N\S(=O)(=O)c3ccccc3)Nc3nc(C)cc(C)n3)CC2)cc1	0.8%	13.3%
Cc1nnc(SCC(=O)Nc2ncc3c(n2)CC(C)(C)CC3=O)s1	1.1%	nt
O=C(NCCCN1CCOCC1)NC12CC3CC(CC(C3)C1)C2	3.5%	-12.8%
Cn1cccc1C(=O)OCC(=O)Nc1ccc2c(c1)CCC2	7.6%	-5.7%
Cc1cc(C)c(C#N)c(SC2CCCCC2=O)n1 (stereo not drawn)	-1.1%	2.2%
COc1ccc2c(c1)c(=O)oc1cc(OCC(=O)N3CCC(C)CC3)ccc12	10.7%	0.4%
O=C(NC1CC1)C1CCCN1S(=O)(=O)c1ccc2ccccc2c1 (stereo not drawn)	-0.1%	-10.6%
O=C(Nc1cc(Cl)ccc1O)c1cnn2c(C(F)(F)F)cc(-c3cccs3)nc12	-2.9%	3.2%
CC1(C)Cc2nc(N3CCOCC3)c(C#N)cc2CO1	-6.5%	-2.5%
O=S(=O)(CCc1nc2ccccc2s1)c1ccc2ccccc2c1	0.9%	nt
COC(=O)c1ccc(-c2ccco2)n1Cc1cccc(C)c1	1.9%	nt
O=C(CSc1nnnn1-c1ccccc1)Nc1ccccc1O	-2.5%	1.4%
CCOc1ccc(C(=O)Nc2nnc(C)s2)cc1OCC	0.0%	-1.5%
CC1=C(C(=O)OCCOc2ccccc2)C(c2ccc(Cl)c([N+](=O)[O-])c2)C2=C(CC(C)(C)CC2=O)N1 (stereo not drawn)	-1.4%	3.1%
c1ccc2c3c(ccc2c1)OCOc1ccc2ccccc2c1C3	0.7%	-0.4%
C/C(Cl)=C/Cn1c(SC(C)C)nc2c1c(=O)[nH]c(=O)n2C	-1.1%	-8.1%
CC(C)CC(=O)Nc1ccccc1C(=O)Nc1ccc(C(=O)O)cc1	4.0%	1.0%
Cc1ccc2cc(COC(=O)c3ccco3)c(=O)[nH]c2c1	4.0%	nt
CCOCc1nnc(NC(=O)c2cccs2)s1	-0.4%	-9.7%
COC(=O)c1sccc1NC(=O)c1cccc(Br)c1	2.8%	1.2%
COCCCNC(=O)CN(c1ccc(OC)c(OC)c1)S(=O)(=O)c1ccc(C)cc1	-3.0%	1.3%
O=c1cc(N2CCN(c3cccc(Cl)c3)CC2)[nH]c(=O)n1C1CCCCC1	4.7%	-10.1%
Cn1c(N)c(C(=O)COC(=O)c2ccco2)c(=O)n(C)c1=O	3.8%	4.8%
CCOc1ccc(C(=O)Nc2ccc(-c3nc4ncccc4o3)cc2)cc1Cl	-3.9%	2.6%
COCCn1c(=S)[nH]c2cc(C(=O)N3CCN(c4ccccc4OC)CC3)ccc2c1=O	0.1%	4.2%
O=C(Nc1cc(-c2nn(CC(=O)N3CCCCC3)c(=O)c3ccccc23)ccc1N1CCOCC1)c1ccc(Cl)cc1	-0.4%	nt
COC(=O)c1[nH]c2ccccc2c1NC(=O)CCN1CCSCC1	-6.1%	-0.6%
O=C(CN(c1cccc(Br)c1)S(=O)(=O)c1ccccc1)Nc1cccc2ccccc12	-2.8%	-0.6%
CC1=C(C(=O)OC(C)C)C(c2cc(Br)ccc2F)CC(=O)N1 (stereo not drawn)	-2.6%	2.2%
CCCCn1c(N)c(N(CCOC)C(=O)CSc2nc3ccc(C)cc3[nH]2)c(=O)[nH]c1=O	6.5%	0.7%
CC(O)CNC(=O)C(=O)Nc1ccc(F)cc1 (stereo not drawn)	-5.4%	-5.9%
CC(CC(=O)O)CC1=NS(=O)(=O)c2ccccc2N1 (stereo not drawn)	1.1%	0.7%
CCOC(=O)C(CC)Sc1nc2c(c(=O)[nH]c(=O)n2C)n1CCc1ccccc1 (stereo not drawn)	1.4%	-2.6%
COc1ccc(CN2CCN(C3CCCC(C)C3)CC2)c(OC)c1 (stereo not drawn)	-0.5%	2.2%
CCCn1c(SCC(=O)c2ccc3c(c2)OCCO3)nnc1C(C)C	-5.2%	2.9%
O=C(O)COc1ccc(NC(=O)c2cccs2)cc1	-0.5%	nt
Cc1c(Br)c([N+](=O)[O-])nn1CC(=O)NC1CCCCC1	-5.5%	0.8%
c1ccc(-c2nnc(SCc3nc4ccccc4[nH]3)o2)cc1	-1.7%	-1.7%
Cc1ccc(S(=O)(=O)OCCOCCOS(=O)(=O)c2ccc(C)cc2)cc1	1.1%	0.0%
CCOc1cc(C#N)c(NC(=O)c2ccnn2C)cc1OCC	2.3%	-4.3%
Cc1ccc(N(Cc2ccco2)S(=O)(=O)c2ccc([N+](=O)[O-])cc2)cc1	-0.8%	2.0%
CCOC(=O)C1CCCN(C(=O)c2cnn3c(C(F)F)cc(-c4ccc(C)cc4)nc23)C1 (stereo not drawn)	-1.1%	-2.8%
CC1=C(C(=O)Nc2ccccn2)C(c2ccc(Br)cc2)n2ncnc2N1 (stereo not drawn)	-4.6%	-4.7%
COc1ccc(S(=O)(=O)N2CCCC(C(=O)NCc3ccccn3)C2)cc1Cl (stereo not drawn)	-1.4%	3.5%
COc1c(Cl)cc(-c2nc3cc(NC(=O)C(C)C)ccc3o2)cc1Cl	1.1%	0.6%
CC(C)(C)c1ccc(C(=O)O/N=C(\N)c2cccc([N+](=O)[O-])c2)cc1	2.9%	2.1%
O=C(Nc1ccccn1)c1ccc2c(c1)C(=O)N(N1C(=O)c3ccccc3C1=O)C2=O	1.6%	-0.4%
O=C(Nc1nc2c(s1)CCc1ccccc1-2)c1ccco1	-2.9%	-15.2%
CCC(C(=O)OCCN(CC)CC)c1ccccc1 (stereo not drawn)	-1.0%	-2.3%
CS(=O)(=O)N(CC(=O)NCc1ccc2c(c1)OCO2)c1ccccc1	1.7%	-6.3%
Cc1cccc(CN2CCN(CC(=O)O)C2=O)c1	0.3%	4.4%
Cc1ccc([N+](=O)[O-])cc1NC(=O)COc1ccc(Cl)cc1Cl	0.6%	0.5%
O=C(COc1ccc(Br)cc1)Nc1cccc2nsnc12	1.6%	3.2%
O=C(CCCNS(=O)(=O)c1cccs1)N1CCc2ccccc2C1	3.4%	2.7%
CCOc1cccc(-c2cc(C(=O)N3CCCCCC3)c3ccccc3n2)c1	3.8%	1.2%
(further entries)
SMILES	Hsp70 inhibitors	MKP-3 inhibition
O=C(N/N=C/c1ccc([N+](=O)[O-])cc1)c1cc(-c2ccc3ccccc3c2)n[nH]1	4.6%	41.1%
CCSc1nnc(-c2cccs2)o1	0.8%	-4.6%
COc1ccc(C2(CNC(=O)c3ccc(Br)o3)CCOCC2)cc1	4.8%	-0.6%
Cc1cccc2nc(Cn3c(=O)n(CCC(=O)NCc4ccco4)c(=O)c4ccccc43)cc(=O)n12	-3.1%	5.5%
COc1ccc(/C(N)=N/OC(=O)c2ccco2)cc1	5.8%	-2.0%
CCN(CC)S(=O)(=O)c1cccc(-c2nnc(SCCOc3ccccc3C)o2)c1	2.7%	2.7%
